ZTA DNA inh = blocks Epstein-Barr virus ZTA, an EBNA-1 counter-screen; inhibition, % at 11 µM; ZTA-DNA binding, fluorescence polarization; hit rate 0.15% among 320,000; AID 2234; in the data active means inhibition above about 33%
Target sequence (P03206 whole entry, looked up): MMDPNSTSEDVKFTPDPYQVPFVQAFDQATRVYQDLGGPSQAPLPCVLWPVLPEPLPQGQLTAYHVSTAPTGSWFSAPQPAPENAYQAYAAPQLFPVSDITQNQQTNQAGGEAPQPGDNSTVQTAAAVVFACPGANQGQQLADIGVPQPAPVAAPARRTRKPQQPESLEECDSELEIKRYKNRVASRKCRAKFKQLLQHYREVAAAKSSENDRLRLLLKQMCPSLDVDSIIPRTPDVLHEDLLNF
EBNA-1 inh = EBNA-1 DNA-binding inhibitors, primary screen, biochemical, fluorescence polarization. AID 1950, 2009. inhibition, % at 14.8 µM. hit rate 0.34% among 300,000; in the data active means inhibition above about 28%
PAFAH2 FP inh = PAFAH2 enzyme inhibitors, primary screen, biochemical, fluorescence polarization, human. Platelet-activating factor acetylhydrolase 2, cytoplasmic (Homo sapiens), Q99487. recombinant PAFAH2, FP-rhodamine activity probe. inhibition, % at 3.39 µM. hit rate 0.99% among 340,000. AID 492956, 2010;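 active means inhibition above the mean over all tested compounds plus 3 SD, cut at about 30% in these data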;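 further: inhibitors block probe labeling of enzyme so polarization drops; 0% = enzyme with DMSO and 100% = wells lacking PAFAH2 protein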
LYPLA1 counter = LYPLA1 inhibitors, primary screen, counter-screen for PME1 inhibitor project, biochemical, fluorescence polarization, FP-Rh probe ABPP; Acyl-protein thioesterase 1 (Homo sapiens), O75608; recombinant LYPLA1; inhibition, % at 5.9 µM; hit rate 0.16% among 320,000; AID 2174, 2009;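 active means inhibition above the mean of all tested compounds plus 3 SD, set per campaign, cut at about 14% in these data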;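 further: inhibitors block serine hydrolase probe labeling of LYPLA1 so polarization falls; 0% = enzyme with DMSO and 100% = wells lacking LYPLA1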
Target sequence (O75608 whole entry, looked up): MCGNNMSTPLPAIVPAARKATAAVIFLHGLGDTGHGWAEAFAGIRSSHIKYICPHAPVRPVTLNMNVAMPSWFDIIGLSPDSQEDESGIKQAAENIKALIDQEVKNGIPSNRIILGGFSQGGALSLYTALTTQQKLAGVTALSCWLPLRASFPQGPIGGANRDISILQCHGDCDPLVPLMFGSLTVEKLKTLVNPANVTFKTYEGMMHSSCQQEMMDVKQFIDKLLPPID
PAD4 inh = human PAD4 inhibitors, primary screen, biochemical, fluorescence polarization, 1536-well format; Protein-arginine deiminase type-4 (Homo sapiens), Q9UM07; recombinant PAD4, RCA probe fluorescence polarization; inhibition, % at 6.36 µM; hit rate 0.41% among 330,000; AID 485272, 2010;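 active means percent inhibition above a cutoff equal to the mean of all tested compounds plus 3 SD, cut at about 15% in these data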;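 further: 0% = PAD4 with RCA probe and DMSO and 100% = probe without PAD4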
PREPL inhibitor = PREPL enzyme inhibitors, primary screen, biochemical, fluorescence polarization | Prolyl endopeptidase-like (Homo sapiens), Q4J6C6 | inhibition, % at 5.96 µM | AID 2751, 2010 | hit rate 0.68% among 320,000 | recombinant PREPL, fluorescence polarization activity-based probe; in the data active means inhibition above about 43%;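 further: 0% = enzyme with DMSO and 100% = wells lacking enzyme; many of its hits are not listed in these tables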
GSTO1 counter = inhibitors of recombinant GSTO1, primary screen, counter-screen for RBBP9 inhibitor project, biochemical, fluorescence polarization. Glutathione S-transferase omega-1 (Homo sapiens), P78417. activity-based probe fluorescence polarization. inhibition, % at 5.96 µM. hit rate 1.1% among 300,000. AID 1974, 2009;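 active means inhibition above the campaign mean inhibition plus 3 SD, cut at about 35% in these data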;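 further: 0% = GSTO1-1 with DMSO and 100% = wells lacking GSTO1-1 enzyme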
Target sequence (P78417 whole entry, looked up): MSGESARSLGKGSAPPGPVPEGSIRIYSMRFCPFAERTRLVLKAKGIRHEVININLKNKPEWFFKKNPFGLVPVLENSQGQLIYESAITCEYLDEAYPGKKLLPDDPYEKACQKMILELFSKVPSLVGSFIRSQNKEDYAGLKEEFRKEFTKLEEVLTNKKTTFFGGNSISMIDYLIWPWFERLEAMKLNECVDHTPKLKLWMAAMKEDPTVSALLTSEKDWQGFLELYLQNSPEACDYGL
LYPLA2 inh = LYPLA2 inhibitors, primary screen, counter-screen for PME1 inhibitor project, biochemical, fluorescence polarization, FP-Rh probe ABPP | recombinant LYPLA2 | inhibition, % at 5.9 µM | AID 2177, 2009 | Acyl-protein thioesterase 2 (Homo sapiens), O95372 | hit rate 0.38% among 320,000;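 active means inhibition above the screen-wide mean plus 3 SD, limit set per campaign, cut at about 26% in these data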;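 further: 0% = LYPLA2 with DMSO and 100% = wells lacking LYPLA2 enzyme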
Target sequence (O95372 whole entry, looked up): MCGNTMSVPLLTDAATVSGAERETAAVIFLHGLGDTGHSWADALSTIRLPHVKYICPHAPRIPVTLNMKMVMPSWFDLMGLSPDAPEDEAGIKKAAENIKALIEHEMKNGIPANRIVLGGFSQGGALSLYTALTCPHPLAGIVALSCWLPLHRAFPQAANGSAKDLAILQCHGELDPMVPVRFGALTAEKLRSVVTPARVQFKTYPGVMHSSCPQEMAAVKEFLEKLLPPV
PAFAH1B3 FP inh = PAFAH1B3 enzyme inhibitors, primary screen, biochemical, fluorescence polarization, human. AID 492972, 2010. hit rate 0.28% among 340,000. inhibition, % at 3.39 µM. Platelet-activating factor acetylhydrolase IB subunit alpha1 (Homo sapiens), Q15102. recombinant PAFAH1B3, FP-rhodamine probe;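 active means inhibition above the screen-wide average of all tested compounds plus 3 SD, cut at about 25% in these data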;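 further: 0% = enzyme with DMSO only and 100% = wells lacking PAFAH1B3 protein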
* marks the source's active call; other numbers are inactive results; . = not tested or not shown. Not all compounds are listed. The share of hits here may be higher or lower than overall.

SMILES	ZTA DNA inh	EBNA-1 inh	PAFAH2 FP inh	LYPLA1 counter	PAD4 inh	PREPL inhibitor	GSTO1 counter	LYPLA2 inh	PAFAH1B3 FP inh
CCOC(=O)C1=C(C)NC(C)=C(C(=O)OCC)C1C(=O)OCC(=O)N1CC(C)OC(C)C1 (stereo not drawn)	-13	.	-11	-1	0	10	.	1	4
CCC(NC(=O)c1ccccc1NC(=O)c1ccco1)C(=O)NC1CCCCC1 (stereo not drawn)	9	3	-2	0	-8	5	-5	-1	-5
O=Cc1ccc(OCCN2CCCC2=O)cc1	-10	2	-2	2	3	4	4	2	-3
COC(=O)C(CCSC)NC(=O)c1cc2c(n(-c3ccccc3)c1=O)CCCC2=O (stereo not drawn)	-20	-17	-3	7	-7	-9	6	5	-4
C=CCOC(=O)C1=C[C@@H](c2cn(C(C)=O)c3ccccc23)C[C@@H](OCCCCO)O1	-12	10	4	1	-3	4	5	8	-1
CC(C)Cn1c(-c2ccccc2)nc2ccccc2c1=O	17	1	5	-2	1	9	-5	7	4
CC(=O)OC(C(=O)NC1CCCCC1)c1cccc(F)c1 (stereo not drawn)	-3	6	-9	-1	-1	-1	6	0	9
CCOC(=O)[C@@H]1[C@H]2COc3cc(OC)ccc3[C@@H]2N2C(=O)N(c3ccc(F)cc3)C(=O)[C@]12C	15	8	-7	-1	-1	-23	1	3	-4
Cc1ccnc(SCc2cn3c(C)cc(C)nc3n2)n1	-14	-1	4	6	0	17	11	4	5
COc1cccc(C2=CC(c3ccccc3)n3nnnc3N2)c1 (stereo not drawn)	-4	7	5	-1	-1	-67	-10	7	4
O=C(CS(=O)CC(=O)N(CC(=O)NC1CCCC1)c1ccccc1F)Nc1ccc(F)cc1 (stereo not drawn)	17	4	5	-2	2	7	-1	-1	-3
O=C(Nc1ccccc1)c1ccc(N2CCN(c3ccccc3)CC2)c(S(=O)(=O)N2CCOCC2)c1	-33	4	-6	-3	0	14	-3	-4	0
Cc1cccc2c(=O)c(C(=O)N3CCCCCC3)c[nH]c12	-16	-3	-3	-1	-2	5	6	1	-6
O=C(/C=C/c1ccccc1)Nc1cccnc1Cl	-7	7	1	1	-1	-4	-1	3	4
N#Cc1cccc(NC(=O)COC(=O)Cn2nc(-c3ccccc3)oc2=O)c1	17	.	-6	-2	6	2	.	2	1
O=C(c1ccco1)N(CCC(c1ccccc1)c1ccco1)Cc1ccco1 (stereo not drawn)	-3	-1	10	-1	-6	3	0	4	-6
CC(C)NS(=O)(=O)c1ccc(OCC(=O)NCc2ccco2)cc1	-9	-5	-1	-1	-5	-6	-4	-3	-2
O=C(CSc1ncccn1)NC(=O)c1ccccc1	-11	-9	5	1	-2	-6	7	5	7
O=C(O)CSCCc1ccccn1	-1	2	1	0	-1	-2	0	3	7
Cc1ccc(S(=O)(=O)N2CCCC2C(=O)Nc2nccs2)cc1 (stereo not drawn)	1	3	-2	-2	-4	-14	3	0	-1
COc1ccc(-c2cc(=O)c3cc(F)ccc3[nH]2)cc1	-12	0	0	-1	2	-2	4	6	-3
CCOC(=O)CC1C(=O)NCCN1C(=O)c1cc2c(=O)n3cccc(C)c3nc2s1 (stereo not drawn)	8	-16	2	-3	1	1	1	3	4
COc1cccc(OCC(=O)Nc2c3c(nn2-c2ccc(F)cc2)CS(=O)(=O)C3)c1	-5	7	-3	3	-8	0	1	5	5
COc1ccccc1CNC(=O)COC(=O)c1ccc(-n2cnnn2)cc1	-10	1	20	2	3	2	8	3	5
CC1CN(C(=O)c2cc3cc(Cl)cc(Cl)c3oc2=O)CC(C)O1 (stereo not drawn)	13	10	-1	-1	-5	-3	0	-11	4
Cc1nc(C(=O)NCC(=O)c2ccc(Cl)cc2)c(C(F)(F)F)o1	0	-11	5	0	0	-12	9	2	4
O=C(CSc1ccsc1[N+](=O)[O-])NC1CCCC1	-9	-3	5	-2	-2	-2	14	1	6
Cc1cc(/C=C2/NC(=O)N(c3ccccc3)C2=O)c(C)n1-c1cccnc1	-4	-5	4	-4	-3	5	2	-3	4
COc1ccc(OCc2cc(C(=O)N[C@H]3CCCCNC3=O)no2)c(Cl)c1	2	-4	-5	-3	2	15	4	0	1
CC12C(=O)N(n3cnnc3)C(=O)C1C1C=CC2C1 (stereo not drawn)	8	-7	12	-2	-8	20	13	2	4
COC(=O)C1CCN(Cc2cc(=O)oc3cc(C)c(Cl)cc23)CC1	3	6	3	-4	-2	23	5	-3	7
CC(=O)c1nc(N2C(=O)CC(Cc3ccccc3)C2=O)sc1C (stereo not drawn)	-13	-7	3	2	5	5	2	6	-3
COc1ccccc1-c1nc(SCC(=O)O)n[nH]1	-14	-3	-4	0	-3	-3	0	-3	13
O=C(O)/C=C/c1cn(Cc2ccccc2)nc1-c1ccc(Cl)cc1	-16	-9	-5	-4	8	-4	-5	0	1
O=C1N[C@H](Cc2ccccc2)COC(=O)[C@H](Cc2ccc(F)cc2)C/C=C\C[C@H]1CC(=O)N(CCO)Cc1ccccc1	.	.	6	.	1	42	.	.	7
O=C(Cn1c(-c2ccccc2)noc1=O)N1CCC(Cc2ccccc2)CC1	4	11	1	4	-1	-3	2	1	0
COc1ccc(CCN(C)Cc2c(O)ccc3ccccc23)cc1OC	-6	-12	3	1	-1	5	-4	-3	8
CC12CN3CCN(CC(C3)/C1=N\NC(=O)c1ccccc1N)C2	13	7	-4	0	0	-6	3	0	13
COC(=O)C(C)C1Sc2ccccc2NC1=O (stereo not drawn)	5	-11	0	1	-1	-6	11	0	11
COc1cccc(OCC(O)CN2CC(C)CC(C)C2)c1 (stereo not drawn)	-1	-8	2	1	-6	10	4	2	0
CCC1S/C(=C(\C#N)C(=O)NCc2ccco2)N(c2ccc(Br)cc2)C1=O (stereo not drawn)	16	7	-1	-1	-2	2	14	4	10
CC(=O)Nc1ccc(O)cc1[N+](=O)[O-]	-7	-11	-2	9	2	7	0	-2	9
COc1ccc(NC(=O)CN(C)C(=O)c2cc(-c3ccc(C)o3)nc3ccccc23)cc1	-6	-4	3	-2	-6	-14	5	7	7
Cc1cccc(C(=O)OCC(=O)Nc2nccs2)c1	10	12	10	-4	0	-10	0	2	2
COc1ccc(N2CCN(C3CC(=O)N(Cc4ccc(N5CCCC5=O)cc4)C3=O)CC2)cc1 (stereo not drawn)	-4	-2	4	0	3	-1	1	12	6
O=c1cc[nH]c2ccc(OC(F)(F)F)cc12	10	-1	-4	3	0	5	2	0	-7
Cc1ccc(CC(=O)Nc2ncc([N+](=O)[O-])s2)cc1	-1	9	7	-2	-1	15	-9	-1	7
O=C(NC(c1ccccc1)c1ccccc1)C1CCCO1 (stereo not drawn)	13	5	-1	2	-1	4	6	1	3
Cc1ccc(S(=O)(=O)N(C)C)cc1NC(=O)COC(=O)C1(c2ccccc2)CC1	0	0	7	3	-2	-6	2	13	2
COc1cc2c(C#N)c(N3CCCCC3)nc(N)c2c(N)n1	-2	2	11	2	-7	36	-2	-2	12
COc1ccc(/C=C2/SC(=O)N(CCC(=O)Nc3ccccc3C(=O)O)C2=S)cc1	-1	7	3	4	-1	10	-2	12	2
Cc1cc(C)n(C/C=C/Cn2nc(C)cc2C)n1	11	4	-7	2	3	13	-1	2	4
CNc1nc(N2CCc3ccccc32)ncc1F	13	-12	1	0	-4	13	4	6	0
COc1ccc(-c2ccc(C#N)c(SCC(=O)NCc3ccco3)n2)cc1OC	-6	45*	0	0	-1	10	-6	-6	-6
O=C(c1cnn2c(C(F)F)cc(-c3ccccc3)nc12)N1CCCCC1c1cccnc1 (stereo not drawn)	-5	-2	2	1	-5	9	5	-2	4
O=C(Nc1ccc(Cl)c(Cl)c1)Nc1cc(S(=O)(=O)N2CCOCC2)ccc1N1CCCC1	-15	1	-35	-26	3	16	9	-31	-2
Cc1ccc(S(=O)(=O)N2[C@@H](c3ccc(Br)cc3)C(C(=O)O)=CC[C@H]2c2cccs2)cc1	.	.	7	.	-4	6	.	.	1
[O-]C1=N/[N+](=C/c2ccccc2)CC1	-15	-1	2	2	-13	12	3	7	2
C[C@H](CO)N1C[C@H](C)[C@@H](CN(C)S(=O)(=O)c2ccccc2)Oc2c(NS(=O)(=O)c3cccs3)cccc2C1=O	.	.	4	.	3	15	.	.	6
CC(C)n1c(O)c(N=NC(=O)C2COc3ccccc3O2)c2ccccc21 (stereo not drawn)	8	-6	5	-4	-1	18	-5	-7	1
Additional entries follow:
SMILES	ZTA DNA inh	EBNA-1 inh	PAFAH2 FP inh	LYPLA1 counter	PAD4 inh	PREPL inhibitor	GSTO1 counter	LYPLA2 inh	PAFAH1B3 FP inh
NC(=O)NC(=O)C(Nc1ccc(N2CCCCC2)cc1)c1ccccc1 (stereo not drawn)	8	3	-3	-2	7	16	15	1	-3
CN(c1ccc(C(=O)Nc2ccccn2)cc1)S(=O)(=O)c1ccccc1	-3	0	-6	-1	-2	4	9	4	7
Cc1ccc2oc(=O)c3cnn(CC(=O)N4CCCc5ccccc54)c3c2c1	-10	12	12	-1	2	-10	-3	4	-1
Cc1nn(-c2ccccc2)c(C)c1C(=O)OCC(=O)NC(=O)NC1CCCCC1	2	8	-5	2	-1	-2	-3	-2	-7
C=CCNc1nc(NCc2ccccc2)c(C#N)c2c1CN(C)CC2	-2	3	0	4	-2	12	-4	5	0
COc1ccccc1OCCn1ccnc1	-20	3	3	-1	-7	7	-4	-5	3
COc1ccc(S(=O)(=O)N2CCCCC2)cc1NC(=O)CN1C(=O)NC(C)(C2CC2)C1=O (stereo not drawn)	2	.	4	-2	2	5	.	2	-3
CCOC(=O)c1ccccc1NC(=O)COC(=O)C1CC(=O)N(c2ccc3c(c2)OCCO3)C1 (stereo not drawn)	0	6	2	3	3	24	-4	0	4
CCOc1ccc(Cl)cc1S(=O)(=O)N1CCC(C(=O)NC2CC2)CC1	15	3	3	-1	3	18	-7	-9	4
NC(=O)C1CCN(C(=O)CC2(CC(=O)O)CCCC2)CC1	5	-9	-6	4	0	3	4	7	4
O=C(CCCNS(=O)(=O)c1ccccc1)NCc1ccco1	-8	-1	9	1	2	-1	2	9	1
O=C(NCCCN1CCOCC1)c1ccc2c(c1)N(Cc1c(F)cccc1Cl)C(=O)CS2	-8	-7	1	4	2	-78	4	4	13
CCOC(=O)c1ccc(NC(=O)Cn2c(C)nc3c(sc(=S)n3CC)c2=O)cc1	3	-1	-2	7	4	9	-2	2	9
Cc1ccc(NC(=O)Cn2cccc2)cc1Cl	14	0	0	-5	-1	-12	7	3	4
CCN1C(=O)c2cccc3c(S(=O)(=O)Nc4ccncc4)ccc1c23	-10	-12	7	-1	-1	-3	1	2	3
Cc1cc(C)c2c(CN3CCOCC3)cc(=O)oc2c1	3	6	6	0	4	0	1	6	-4

Of the compounds above, 2 contain bromine:
SMILES	ZTA DNA inh	EBNA-1 inh	PAFAH2 FP inh	LYPLA1 counter	PAD4 inh	PREPL inhibitor	GSTO1 counter	LYPLA2 inh	PAFAH1B3 FP inh
CCC1S/C(=C(\C#N)C(=O)NCc2ccco2)N(c2ccc(Br)cc2)C1=O (stereo not drawn)	16	7	-1	-1	-2	2	14	4	10
Cc1ccc(S(=O)(=O)N2[C@@H](c3ccc(Br)cc3)C(C(=O)O)=CC[C@H]2c2cccs2)cc1	.	.	7	.	-4	6	.	.	1

High-throughput results: PubChem, The Scripps Research Institute Molecular Screening Center
